Screens deposited in PubChem BioAssay by Sanford-Burnham Center for Chemical Genomics.
CXCR6 inh – blocks human CXCR6 beta-arrestin recruitment | inhibition, % at 20 µM | CHO-K1 PathHunter CXCR6 beta-arrestin, luminescence | 360,000 compounds, 0.36% hits | O00574; in the data active = inhibition above about 34%, passing the limit was not always enough;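 note: antagonist mode with CXCL16 agonist at 10 nM final; 0% = 10 nM CXCL16 with DMSO and 100% = unstimulated wells without agonist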
Target sequence (O00574 whole entry, looked up): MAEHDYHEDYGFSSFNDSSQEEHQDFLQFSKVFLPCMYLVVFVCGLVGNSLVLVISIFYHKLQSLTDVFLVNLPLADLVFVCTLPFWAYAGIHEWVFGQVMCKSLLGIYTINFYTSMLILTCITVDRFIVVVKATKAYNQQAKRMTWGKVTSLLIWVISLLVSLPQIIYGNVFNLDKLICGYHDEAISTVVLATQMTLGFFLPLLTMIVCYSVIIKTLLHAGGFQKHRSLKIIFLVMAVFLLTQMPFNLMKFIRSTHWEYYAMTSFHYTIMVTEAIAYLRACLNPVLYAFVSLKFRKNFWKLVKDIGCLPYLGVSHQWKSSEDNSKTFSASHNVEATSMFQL
UBC13 inh – human UBC13 polyubiquitination inhibition; UBC13 polyubiquitin chain formation, TR-FRET; P61088; inhibition, % at 20 µM; AID 485273; 330,000 compounds, 0.47% hits; in the data active = inhibition above about 45%, passing the limit was not always enough
Target sequence (P61088 whole entry, looked up): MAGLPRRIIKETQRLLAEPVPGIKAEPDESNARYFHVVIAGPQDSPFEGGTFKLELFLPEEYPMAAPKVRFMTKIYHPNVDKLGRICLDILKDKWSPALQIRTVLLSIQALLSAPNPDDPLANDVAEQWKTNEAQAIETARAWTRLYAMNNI
APJ agonist – APJ receptor agonism. P35414. activation, % at 20 µM. CHO-K1 APJ PathHunter beta-arrestin, luminescence; 0% DMSO wells, 100% apelin. 330,000 compounds, 0.11% hits. AID 2520;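 active = activation more than six SD over the plate average, tested at 20 µM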;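 note: 0% = DMSO alone and 100% = apelin-13 at 10 nM; some results filed as inactive read as strong as hits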
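Test system: CHO-K1 APJ beta-arrestin complementation cell line | Compound: Single test compound dose, 20 µM final, 1% DMSO | Incubation: Compound 90 min 25 °C, reagent 1 h | Measured by: beta-gal luminescence | Read-out basis: APJ–arrestin association signal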
CCR6 antagonist – blocks CCL20-driven beta-arrestin recruitment at human CCR6; AID 493098; P51684; 340,000 compounds, 0.49% hits; CHO-K1 CCR6 PathHunter beta-arrestin, luminescence, CCL20-stimulated; inhibition, % at 20 µM;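 active = compounds whose inhibition of the agonist-driven luminescence signal at 20 µM reaches about 50%, limit read from the data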;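 note: cells stimulated with CCL20 at 14 nM final; plate controls were DMSO with CCL20 for no effect and DMSO without agonist for full effect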
Target sequence (P51684 whole entry, looked up): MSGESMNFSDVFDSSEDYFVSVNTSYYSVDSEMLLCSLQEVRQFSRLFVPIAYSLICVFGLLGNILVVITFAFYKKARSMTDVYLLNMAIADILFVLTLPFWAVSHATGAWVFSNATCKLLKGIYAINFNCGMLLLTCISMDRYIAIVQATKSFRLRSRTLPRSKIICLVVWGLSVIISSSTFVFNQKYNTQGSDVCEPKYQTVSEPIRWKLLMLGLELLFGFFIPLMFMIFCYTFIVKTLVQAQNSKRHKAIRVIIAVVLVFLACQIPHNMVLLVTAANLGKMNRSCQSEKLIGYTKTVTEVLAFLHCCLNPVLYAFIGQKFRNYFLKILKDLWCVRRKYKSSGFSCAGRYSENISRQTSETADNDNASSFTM
Gli-Sufu antag – Gli-Sufu pathway antagonism; Sufu-KO-LIGHT fibroblasts, Gli luciferase reporter luminescence; inhibition, % at 5 µM; 340,000 compounds, 0.74% hits; AID 588413;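 active = inhibition above about 55%, limit read from the data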;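 note: 0% = DMSO-treated cells and 100% = wells with medium but no cells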
EBI2 antag – blocks human EBI2 receptor beta-arrestin signaling; inhibition, % at 5 µM; P32249; 360,000 compounds, 0.81% hits; EBI2 beta-arrestin recruitment, luminescence, 7a,25-OHC stimulated; in the data active = inhibition above about 38%;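 note: enzyme fragment complementation signal reports receptor beta-arrestin coupling in cells; 0% = agonist plus DMSO wells and 100% = wells without agonist; some results beyond the cut were filed as inactive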
APJ antag – antagonists of human APJ apelin receptor; P35414; CHO-K1 APJ beta-arrestin complementation, luminescence; inhibition, % at 20 µM; 330,000 compounds, 0.32% hits;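 active = inhibition above about 40% at 20 µM, limit read from the data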;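 note: cells challenged with 10 nM apelin-13 agonist together with compound; plate controls were apelin-13 plus DMSO wells for no effect and DMSO wells lacking apelin-13 for full effect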
ATG4B inh – inhibitors of human ATG4B cysteine protease; inhibition, % at 8.33 µM; Q9Y4P1; AID 504462; 340,000 compounds, 0.51% hits; ATG4B cleavage of LC3-PLA2, NBD-HPC fluorescence, 1 h; in the data active = inhibition above about 40%
Active calls of the source: *; . = not tested or not shown. Rows were taken by chance; 3% or so of the library scored in one or more.

Labels used below: A = CXCR6 inh; B = UBC13 inh; C = APJ agonist; D = CCR6 antagonist; E = Gli-Sufu antag; F = EBI2 antag; G = APJ antag; H = ATG4B inh
#1 C/C(=N\NC(=S)Nc1ccccc1C)c1cc2ccccc2o1
  A = 5; B = -4; C = -4; D = 17; E = 1; F = 20; G = -11; H = -5

#2 c1ccc(Cn2nnnc2CN2CCN(Cc3ccc4c(c3)OCO4)CC2)cc1
  A = -4; B = 5; C = 0; D = 17; E = 7; F = -1; G = 2; H = 1

#3 C/C(O)=C(/N=O)C(=O)Nc1ccccc1
  A = 4; B = 0; C = -4; D = -11; E = 11; F = -14; G = 17; H = -3

#4 CCOC(=O)N1CCN(CC(=O)N2c3ccccc3CC2C)CC1 (centres undefined)
  A = -8; B = -10; C = -3; D = 2; E = 5; F = -10; G = 15; H = -2

#5 CCOC(=O)Cn1c(=O)cnc2ccccc21
  A = -2; B = -2; C = 3; D = -5; E = 0; F = -5; G = -3; H = -3

#6 CCOC(=O)N1CCN(S(=O)(=O)c2ccc(C(=O)NNc3nc4c(C)cccc4s3)cc2)CC1
  A = -14; B = -79; C = 4; D = 12; E = -1; F = -9; G = 3; H = -4

#7 COc1ccc(NC(=O)c2ccccc2OCc2c(C)noc2C)cc1OC
  A = 3; B = 4; C = -6; D = -4; E = 11; F = -2; G = -2; H = -10

#8 CN(CC(=O)Nc1ccc(Cl)c(Cl)c1)C(=O)C1CCC1
  A = 4; B = 10; C = 0; D = 18; E = -12; F = -25; G = 12; H = -5

#9 CC1CCN(C(=O)Cn2nnc(-c3ccc(C(C)C)cc3)n2)CC1
  A = -3; B = -2; C = 0; D = 4; E = 11; F = -6; G = 10; H = 0

#10 COc1ccc(Cl)cc1NC(=O)CN(C)C(=O)Cc1ccc(-c2ccccc2)cc1
  A = -3; B = 10; C = -4; D = 8; E = -5; F = -10; G = 3; H = -8

Compound profiles (already shown). Order of values: CXCR6 inh | UBC13 inh | APJ agonist | CCR6 antagonist | Gli-Sufu antag | EBI2 antag | APJ antag | ATG4B inh
Results for CCOC(=O)N1CCN(S(=O)(=O)c2ccc(C(=O)NNc3nc4c(C)cccc4s3)cc2)CC1 → -14 | -79 | 4 | 12 | -1 | -9 | 3 | -4
Results for C/C(=N\NC(=S)Nc1ccccc1C)c1cc2ccccc2o1 → 5 | -4 | -4 | 17 | 1 | 20 | -11 | -5
Results for c1ccc(Cn2nnnc2CN2CCN(Cc3ccc4c(c3)OCO4)CC2)cc1 → -4 | 5 | 0 | 17 | 7 | -1 | 2 | 1

Additional entries.
Labels used below: A = CXCR6 inh; B = UBC13 inh; C = APJ agonist; D = CCR6 antagonist; E = Gli-Sufu antag; F = EBI2 antag; G = APJ antag; H = ATG4B inh
#11 Cc1cc(C)cc(NS(=O)(=O)c2ccc(-c3cnc(C4CC4)o3)cc2)c1
  A = -11; B = 2; C = -3; D = 12; E = 55*; F = 17; G = -12; H = -20

#12 CCOC(=O)c1c(NC(=O)CCc2ccc(CC)o2)sc(C)c1C
  A = 3; B = 3; C = -5; D = 2; E = 12; F = 10; G = 11; H = 3

#13 CN1CCCN(C(=O)/C=C/c2ccc(F)cc2)CC1
  A = -3; B = -4; C = -1; D = 2; E = 2; F = 15; G = -9; H = 0

#14 CC(=O)/C(=N\Nc1ccc(C)cc1)Sc1nncn1C
  A = 0; B = -7; C = -4; D = 9; E = -17; F = -3; G = 7; H = -4

#15 CCCCn1c(-c2ccc(OC(F)F)cc2)nc2c1c(=O)[nH]c(=O)n2CC(C)C
  A = -4; B = 2; C = 2; D = 23; E = 13; F = 7; G = 11; H = 0

#16 Cc1nn(C)cc1C(C(=O)NC1CCCCC1)N(C(=O)Cc1cccs1)c1ccc(F)cc1 (centres undefined)
  A = 8; B = 8; C = 1; D = -20; E = 8; F = -4; G = -2; H = 8

#17 Cc1noc(NS(=O)(=O)c2ccc(N/C=C/C(=O)c3cccnc3)cc2)c1C
  A = 2; B = -20; C = -2; D = 20; E = -3; F = -7; G = 7; H = 0

#18 CC(C)(C)NC(=O)C1CCC(CNc2c(N3CCCCC3)c(=O)c2=O)CC1 (centres undefined)
  A = -1; B = -11; C = -2; D = -3; E = 3; F = -7; G = 8; H = -5

#19 CC(C)COP(=O)(OCC(C)C)C(Nc1ccccc1)c1ccc2c(c1)OCO2 (centres undefined)
  A = 7; B = 8; C = -3; D = 20; E = 4; F = 15; G = 26; H = -2

#20 CC(=O)N1CCN(c2ccc(NC(=O)c3cccc(OCc4ccccc4)c3)cc2)CC1
  A = 0; B = 4; C = 2; D = 2; E = 2; F = 7; G = -3; H = -14

#21 Cn1c(SCc2c(F)cccc2Cl)nc2ccccc2c1=O
  A = -3; B = 7; C = -6; D = 2; E = 3; F = -31; G = 3; H = 4

#22 NNC(=O)c1sccc1OCc1cccc(C(F)(F)F)c1
  A = -3; B = 9; C = -1; D = 6; E = 10; F = 0; G = 1; H = 1

#23 Cn1c(C(=O)NCCc2ccsc2)cc2c(=O)n(C)c3ccccc3c21
  A = 5; B = 21; C = 3; D = -8; E = -14; F = 1; G = -7; H = -1

#24 COc1ccc(OC)c(CN2CCN(C(=O)c3cc4ccccc4cc3O)CC2)c1
  A = -8; B = 1; C = 3; D = 0; E = 12; F = 30; G = -3; H = -13

#25 CCNC(=O)c1ccc(NS(=O)(=O)c2ccc3[nH]c(=O)[nH]c3c2)cc1
  A = 1; B = 6; C = -5; D = -1; E = 12; F = -16; G = -12; H = 0

#26 O=C(COC(=O)C1CCN(/C=C/C(=O)C(F)(F)F)CC1)Nc1cccc(F)c1
  A = 2; B = 2; C = 0; D = 9; E = 0; F = -8; G = -14; H = -3

#27 O=C(NCCN1CCCCC1)Nc1ccccc1F
  A = 7; B = 5; C = -3; D = 5; E = -4; F = -10; G = 18; H = 7

#28 CC1CCN(C(c2cccs2)c2nnnn2Cc2ccccc2)CC1 (centres undefined)
  A = 1; B = 8; C = -3; D = 13; E = 22; F = 2; G = 11; H = 13

#29 COc1ccc(NC(=O)COc2ccccc2)cc1NC(=O)c1ccco1
  A = -1; B = 1; C = 1; D = 21; E = -13; F = 0; G = -1; H = -2

#30 CCC(C)NC(=O)c1cc(-c2ccccc2O)on1 (centres undefined)
  A = -2; B = 10; C = -8; D = 5; E = -21; F = 2; G = 1; H = -8

#31 Cc1ccc(NC(=O)C2CCCN(S(=O)(=O)c3c(C)noc3C)C2)c(Br)c1 (centres undefined)
  A = 6; B = -6; C = 6; D = 7; E = -8; F = 3; G = 21; H = 9

#32 O=C(N/N=C/c1cccnc1)c1cc2ccccc2cc1O
  A = -20; B = -14; C = 1; D = 8; E = -1; F = 6; G = -22; H = -1

#33 CSc1ccccc1C(=O)OCC(=O)N1CCCC1=O
  A = -1; B = 19; C = -2; D = 2; E = 6; F = 3; G = 26; H = 1

#34 COc1ccc(Cl)cc1S(=O)(=O)NCc1cccnc1
  A = 4; B = 8; C = -5; D = -14; E = 3; F = 2; G = 1; H = 1

#35 CSCCC(NC(=O)COc1ccccc1)C(=O)N1CCC(C(N)=O)CC1 (centres undefined)
  A = -5; B = 68*; C = -5; D = 5; E = 3; F = -4; G = 7; H = 5

#36 CSc1ccccc1NC(=O)NCCCl
  A = -3; B = 4; C = 1; D = 5; E = 4; F = -2; G = 4; H = 15

#37 COc1cc(/C=N/n2cnnc2)ccc1OC(=O)c1ccco1
  A = 0; B = -24; C = -2; D = 0; E = 2; F = -1; G = 2; H = 7

#38 CNC(=O)c1c(NC(=O)c2cccc(C)c2)sc2c1CCC2
  A = 2; B = -3; C = 0; D = 19; E = -29; F = 12; G = -27; H = 3

#39 COC(=O)C1N[C@@H]([C@@H](NC(=O)COc2ccccc2)C(=O)NCc2ccc(OC)cc2)SC1(C)C (some centres undefined)
  A = -4; B = -3; C = 7; D = -4; E = 3; F = 0; G = -24; H = -5

#40 O=[N+]([O-])c1ccc(Cl)c(S(=O)(=O)Nc2cccc(-c3ccc(N4CCCC4)nn3)c2)c1
  A = 1; B = -7; C = 8; D = 6; E = 1; F = -5; G = -6; H = -6

#41 O=C(CN1C(=O)NC(Cc2ccccc2)C1=O)Nc1ccc(OC(F)F)cc1 (centres undefined)
  A = -1; B = -3; C = 11; D = -3; E = -22; F = -2; G = -32; H = -4

#42 COC(=O)C1=C(O)/C(=C\c2cc(C)n(-c3ccc(F)cc3)c2C)N=C1C
  A = 3; B = -17; C = 1; D = 7; E = -38; F = 1; G = -35; H = 2

#43 CCCOn1nnnc1-c1ccccc1
  A = 6; B = 3; C = -3; D = -3; E = 4; F = -4; G = 2; H = -6

#44 COc1ccccc1NC(=S)N(Cc1ccccc1)Cc1cccs1
  A = -2; B = -6; C = -6; D = -6; E = -12; F = 0; G = 9; H = -3

#45 COc1ccc(C)cc1NC(=O)CCCNC(=O)Cn1cnc2sc(C)c(C)c2c1=O
  A = -1; B = 4; C = 1; D = 2; E = 23; F = 3; G = -8; H = -10

#46 COc1ccc(-c2ncccc2OC(=O)C23CC4CC(CC(C4)C2)C3)cc1
  A = -3; B = 12; C = -2; D = 11; E = -4; F = 1; G = 12; H = 19

#47 O=C(NC1CCCC1)C(c1ccc(N2CCOCC2)cc1)N(Cc1ccccc1)C(=O)c1ccco1 (centres undefined)
  A = -3; B = -7; C = -3; D = 13; E = 7; F = -16; G = 13; H = -7

#48 CN(C(=O)COC(=O)c1ccc(Cl)c(S(=O)(=O)N2CCCCC2)c1)C1(C#N)CCCCC1
  A = 6; B = 2; C = -4; D = 18; E = .; F = -5; G = -5; H = 1

#49 COc1ccc(S(=O)(=O)NCC2CCCN(C(=O)c3ccco3)C2)cc1 (centres undefined)
  A = 1; B = -5; C = -3; D = 11; E = -3; F = 1; G = 9; H = 19

#50 CC(=O)OCC(=O)C1CCC2C3CCC4=CC(=O)C=CC4(C)C3CCC12C (centres undefined)
  A = -3; B = .; C = .; D = 7; E = 9; F = -6; G = .; H = 6

#51 COCCCn1c(=NC(=O)c2ccncc2)c(C#N)cc2c(=O)n3cccc(C)c3nc21
  A = 0; B = 6; C = -1; D = 5; E = 4; F = 1; G = 15; H = -8

#52 CC1Cc2ccccc2N1C(=O)c1cccnc1 (centres undefined)
  A = 2; B = -10; C = -4; D = -4; E = -2; F = 7; G = 22; H = 2

#53 CCCC(O)(CCN1CCCCC1)c1ccc(OCC)cc1 (centres undefined)
  A = -13; B = 7; C = -4; D = -6; E = 10; F = -6; G = 10; H = -4

#54 COc1cccc(Cl)c1NC(=O)N1CCc2c([nH]c3ccccc23)C1C(F)(F)F (centres undefined)
  A = -12; B = 0; C = 2; D = 1; E = 15; F = 2; G = -1; H = 0

#55 COCC(=O)Nc1cc(C(=O)NCC(C)C)ccc1Cl
  A = 2; B = 8; C = 0; D = 3; E = 6; F = -24; G = -8; H = 0

#56 Cc1nc2ccc(-c3ccccc3)cc2o1
  A = 2; B = 3; C = 0; D = -4; E = -8; F = 7; G = -3; H = -4

#57 CN1CCN(CC(=O)c2ccccc2F)CC1
  A = -6; B = 1; C = -5; D = 4; E = 6; F = -5; G = 14; H = -1

#58 NC(=S)NN=CCn1cc([N+](=O)[O-])c(=O)[nH]c1=O
  A = -2; B = .; C = .; D = 7; E = 7; F = -7; G = .; H = 0

#59 O=C(N/N=C/C(Br)=C/c1ccccc1)c1cnccn1
  A = -4; B = -12; C = 2; D = 19; E = -24; F = 4; G = 8; H = -3
